Screening data: PubChem, National Center for Advancing Translational Sciences (NCATS)
AMA1 RON2 block: qHTS for Inhibitors of AMA1-RON; Towards Development of Antimalarial Drug Lead: Primary Screen; AlphaScreen AMA1-biotinylated RON2 peptide binding; Potency, µM (titrated, usually from 58.2 µM), for inactives: at the highest dose activity change, negative = inhibition, usual class: inhibitors; hit rate 0.2% among 360,000; AID 720542, 2013;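 note: potency is the fitted concentration of half-maximal effect; 0% = vehicle wells and -100% = peptide control; nearly all actives have a fitted effect of over 45% in size; some results filed as inactive show a strong effect at the top dose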
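AMA1 (3D7) with his tag at 25 nM final met compounds first, then biotinylated RON2 peptide at 25 nM; detection used donor plus acceptor beads, 10 µg/mL apiece, read by AlphaScreen after 30 min at room temperature.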
CHX counter: Cycloheximide Counterscreen for Small Molecule Inhibitors of Shiga Toxin | cell reporter, cycloheximide protein synthesis inhibition counterscreen | max response, % | hit rate 12% among 300,000 | AID 2314, 2010; in the data active = max response mostly above about 13%, no sharp cut-off; inactive = mostly below about 14%; note: read at 38.3 µM for the half of the compounds with a filed dose; 0% is about no effect
AmpC inh detg: qHTS Inhibitors of AmpC Beta-Lactamase (assay with detergent). hit rate 0.041% among 370,000. AID 485294, 2010. Potency, µM (series often up to 114 µM), for inactives: at the highest dose activity change, negative = inhibition, actives largely listed as inhibitors. AmpC hydrolysis of nitrocefin, absorbance 480 nm, 0.01% Triton. P00811;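 note: potency is the fitted concentration of half-maximal effect; 0% = no-compound wells and -100% = no-enzyme wells; nearly all actives have a fitted effect of over 25% in size; some results filed as inactive show a strong effect at the top dose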
Target sequence (P00811 whole entry, looked up): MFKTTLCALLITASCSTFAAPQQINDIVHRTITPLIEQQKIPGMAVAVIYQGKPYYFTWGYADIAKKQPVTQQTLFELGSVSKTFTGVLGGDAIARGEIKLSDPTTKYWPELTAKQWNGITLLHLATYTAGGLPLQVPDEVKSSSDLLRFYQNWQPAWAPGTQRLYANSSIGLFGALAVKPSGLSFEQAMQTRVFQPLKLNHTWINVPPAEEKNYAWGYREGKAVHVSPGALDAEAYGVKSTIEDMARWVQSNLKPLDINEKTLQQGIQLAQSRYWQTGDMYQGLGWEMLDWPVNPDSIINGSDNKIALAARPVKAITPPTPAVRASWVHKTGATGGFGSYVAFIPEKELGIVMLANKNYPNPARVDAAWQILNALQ
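AmpC (5.3 nM in the dispensed reagent) in 20 mM phosphate pH 7.0 with 0.01% (detergent screen) or 0.0001% Triton X-100 was preincubated with compounds for 15 min at room temperature. Nitrocefin was then added from an 800 uM solution, and hydrolysis was followed at 480 nm.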
HCMV inh: qHTS Assay for inhibitors of the human cytomegalovirus (HCMV); HFF cells, HCMV-luciferase reporter, 72 h; hits give low values; activity change, negative = inhibition, % at 57.5 µM; hit rate 4.5% among 410,000; in the data active = activity change below about -60%; inconclusive = no clear call, values can overlap the other calls; inactive = above about -39%; note: % is set by controls: 0 for no effect and ±100 for the full control effect
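After 16 h attachment at 37C, HFF cells received test compound and HCMV-luciferase (1 PFU/cell); reporter luminescence read 72 h later, data normalized against buffer-only and known inhibitor Salinomycin.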
AmpC no deterg: qHTS Inhibitors of AmpC Beta-Lactamase (assay without detergent); hit rate 0.52% among 330,000; AID 485341, 2010; AmpC nitrocefin hydrolysis, absorbance 480 nm, 0.0001% Triton; P00811; Potency, µM (series often up to 57.1 µM), for inactives: at the highest dose activity change, negative = inhibition, most hits filed as inhibitors;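 note: potency is the fitted concentration of half-maximal effect; plate controls were no compound for no effect and no enzyme for full effect; nearly all actives have a fitted effect of over 20% in size; some results filed as inactive show a strong effect at the top dose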
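AmpC (5.3 nM in the dispensed reagent) in 20 mM phosphate pH 7.0 with 0.01% (detergent screen) or 0.0001% Triton X-100 was preincubated with compounds for 15 min at room temperature. Nitrocefin was then added from an 800 uM solution, and hydrolysis was followed at 480 nm.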
Giardia FBPA inh: qHTS Assay for Inhibitors of Fructose-1,6-bisphosphate Aldolase from Giardia Lamblia. hit rate 0.71% among 290,000. AID 2451, 2010. Potency, µM (top dose mostly 59.6 µM), for the others: at the highest dose activity, negative = inhibition, usual class: inhibitors. purified Giardia FBPA; note: potency is the fitted concentration of half-maximal effect; % is set by controls: 0 for no effect and ±100 for the full control effect; nearly all actives have a fitted effect of over 55% in size
Target sequence (A8B2U2 whole entry, looked up): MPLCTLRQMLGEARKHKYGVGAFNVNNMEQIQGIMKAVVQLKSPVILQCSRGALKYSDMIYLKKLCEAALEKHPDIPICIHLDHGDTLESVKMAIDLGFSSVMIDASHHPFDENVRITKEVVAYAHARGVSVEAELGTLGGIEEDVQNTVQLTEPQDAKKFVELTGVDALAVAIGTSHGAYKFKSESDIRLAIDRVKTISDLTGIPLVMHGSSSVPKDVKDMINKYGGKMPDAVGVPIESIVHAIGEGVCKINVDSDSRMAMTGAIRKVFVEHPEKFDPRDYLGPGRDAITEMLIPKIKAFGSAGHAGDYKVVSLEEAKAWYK
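Giardia FBPA (40 nM reagent) was preincubated 10 min at RT with compound (up to 57.5 uM final), then substrate plus GAPDH/TPI/NAD/arsenate coupling system with diaphorase/resazurin was added; resorufin fluorescence (525/598 nm) was read after 20 min.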
Shiga toxin inh: A qHTS for Small Molecule Inhibitors of Shiga Toxin; hit rate 9.2% among 290,000; inhibition, % at 38.7 µM; Vero cells, Shiga toxin protein synthesis inhibition reporter; in the data active = inhibition mostly above about 28%, no sharp cut-off; inactive = mostly below about 43%; note: 0% is about no effect
Starred values were filed as active, the others as inactive; ? = inconclusive; / = no result given; [ ] = dose if it differs, or a comment. Unless noted, calls come from the whole dose curve; as a rule, active = well fitted curve in the direction sought with a large enough effect; inconclusive = small, poorly fitted or top-dose-only effect, or another doubt; inactive = no such curve, though single readings can be large; an effect the other way counts as inactive or inconclusive.

SMILES | AMA1 RON2 block | CHX counter | AmpC inh detg | HCMV inh | AmpC no deterg | Giardia FBPA inh | Shiga toxin inh
O=C(CSc1ccc2c(c1)OCCO2)Nc1ccc(N2CCOCC2)cc1 | -8.1% | 2.0 | 5.7% | -0.5 | -25.5% | 5.7% | 5.5
CCOc1cc(C(=O)Nc2ccccc2N2CCN(S(C)(=O)=O)CC2)cc(OCC)c1OCC | -1.0% | -2.4 | 2.7% | -24.8 | 81.5%[activator] | 3.0% | -14.8
CC1Cc2ccccc2N1C(=O)CNCCCN(C)C (stereo not drawn) | -1.1% | -4.4 | -0.4% | 2.2 | -7.5% | ? | -8.4
Cc1ccc(CNC(=O)CNC(=S)N(Cc2ccccc2)Cc2cccnc2)cc1 | -3.0% | -1.9 | -3.2% | 6.1 | 67.7%[activator] | 8.2% | -14.1
O=C(CSc1n[nH]c(-c2ccccc2)n1)NC(=O)NCc1ccco1 | -8.3% | 2.0 | -10.8% | 7.0 | -48.2% | 4.1% | 8.8
O=C(CSc1ccc(F)cc1)NCCSc1ccccc1 | -1.9% | 15.9 | -1.0% | -30.3 | -15.8% | 0.6% | 54.2
O=C(COC(=O)CNC(=O)c1ccccc1F)NCCNC(=O)COC(=O)CNC(=O)c1ccccc1F | -4.5% | / | 0.0% | 26.3 | -13.6% | / | /
CC(C)(C)C(=O)c1cn(CC(=O)O)c2ccccc12 | 0.5% | -2.4 | -1.7% | -8.0 | -1.7% | -4.9% | 18.7
NS(=O)(=O)c1ccc(CCNC(=O)CNC(=O)c2ccc(Oc3ccccc3)cc2)cc1 | -6.7% | -7.5 | -18.4% | -24.4 | -12.9% | -3.7% | -12.2
CCS(=O)(=O)N1CCCC(c2nc(-c3cccc(OC)c3)no2)C1 (stereo not drawn) | 0.0% | 42.0* | 1.4% | 72.7 | 9.4% | 0.5% | 103.7*
O=C(COC(=O)c1ccc(O)cc1)NC1CCCC1 | 7.4% | 19.4 | -3.4% | 13.1 | -4.7% | 8.3% | 16.3
COc1ccc(N2CCN(C(=O)C3(C)CC3(Cl)Cl)CC2)cc1 (stereo not drawn) | 18.8% | -3.1 | ? | 32.8 | -8.0% | 8.2% | 2.2
CCc1ccccc1NC(=O)NCc1ccc2c(c1)OCO2 | -0.6% | 3.9 | -1.1% | 77.2 | -0.6% | 8.2% | 0.9
O=c1nc2n(c3ncccc13)CCCCC2 | -5.6% | -1.1 | 4.7% | ? | -9.2% | 1.2% | -10.7
O=C(COc1cccc(-n2cnnn2)c1)NCCC1=CCCCC1 | 0.8% | 0.7 | -8.9% | ? | -0.7% | -1.4% | -6.3
O=C(COC(=O)CC1CCCC1)Nc1cccc(F)c1 | 8.2% | / | -1.5% | 4.8 | -41.8% | / | /
CC1CCN(CCOCCOc2ccccc2Br)CC1 | 13.5% | -2.4 | 0.1% | -31.8 | 1.0%[2.29 µM] | 2.5% | -15.1
COc1ccc(Cc2c(O)[nH]c(=S)[nH]c2=O)cc1 | 0.0% | -4.0 | -12.4% | 77.0 | -7.5% | 25.1µM* | -4.2
C=Cn1ccnc1P(O)(=S)c1nc(C)c(CCOC(C)=O)s1 (stereo not drawn) | 21.1% | -4.1 | 1.2% | 4.2 | -18.1% | ? | -9.8
CC(=O)c1cccc(N2C(=O)Nc3ccccc3N2O)c1 | ? | -3.6 | 5.5% | 9.0 | -26.0% | 8.1% | 34.5
O=C(COC(=O)/C=C/c1cccc(C(F)(F)F)c1)NCc1cccs1 | 12.2% | / | -0.7% | 8.7 | 15.2% | / | /
CCCc1cc(=O)[nH]c(SCC(=O)N2CCc3cc(OC)c(OC)cc3C2)n1 | 0.0% | / | -2.9% | -18.1 | -13.6% | / | /
CC1(C)CC(=O)C/C(=N/NC(=O)C2CCN(S(=O)(=O)c3cccs3)CC2)C1 | 26.4% | 0.5 | ? | -24.8 | -0.7% | 1.1% | -5.3
O=S(=O)(NC1CCCC1)c1ccc(Br)s1 | 0.4% | -3.6 | -9.6% | 6.3 | -20.0% | 8.1% | -15.7
CC(C)c1nc(SCC(=O)Nc2cccc3ccccc23)n[nH]1 | 1.8% | / | / | 9.0 | -16.7% | / | /

A second format for some results above:
Values in the order – AMA1 RON2 block, CHX counter, AmpC inh detg, HCMV inh, AmpC no deterg, Giardia FBPA inh, Shiga toxin inh
- CC1Cc2ccccc2N1C(=O)CNCCCN(C)C (stereo not drawn)
→ -1.1%, -4.4, -0.4%, 2.2, -7.5%, ?, -8.4
- Cc1ccc(CNC(=O)CNC(=S)N(Cc2ccccc2)Cc2cccnc2)cc1
→ -3.0%, -1.9, -3.2%, 6.1, 67.7%[activator], 8.2%, -14.1
- O=C(CSc1n[nH]c(-c2ccccc2)n1)NC(=O)NCc1ccco1
→ -8.3%, 2.0, -10.8%, 7.0, -48.2%, 4.1%, 8.8

Next results
SMILES | AMA1 RON2 block | CHX counter | AmpC inh detg | HCMV inh | AmpC no deterg | Giardia FBPA inh | Shiga toxin inh
COc1ccc(/C=C/C(=O)c2ccc[nH]2)cc1OC | 26.7% | 29.8* | ? | -29.3 | -24.3% | 0.3% | 50.9
Cc1cc(Oc2ccccc2)nc(-c2ccccc2O)n1 | 13.6% | 8.7 | -8.7% | -15.9 | -9.6% | 7.0% | 22.3
Cc1ccccc1SCC(=O)NCC(c1ccc(F)cc1)N1CCOCC1 (stereo not drawn) | -7.4% | / | / | 1.9 | 115.5%[activator] | / | /
COc1ccccc1N(CC(=O)NCc1ccco1)S(=O)(=O)c1ccc(C)cc1 | -20.6% | -2.4 | ? | -2.1 | -38.6% | -13.5% | 5.6
CCOC(=O)C1CCN(C(=O)Nc2ccc(OCc3ccccc3)cc2)CC1 | -17.3% | 9.0 | 1.1% | 22.4 | 2.4% | 9.3% | 20.2
NNC(=O)CSCc1ccc(Cl)cc1Cl | 102.2%[activator] | -1.4 | -3.2% | -2.0 | -23.0% | -1.0% | -5.0
O=S(=O)(c1ccc(Br)s1)N1CCN(c2ccccn2)CC1 | -4.9% | 2.0 | -9.0% | ? | -16.1% | -5.0% | -3.5
CCN(CC)C(=O)N1c2ccccc2CC(N(CC)CC)c2ccccc21 (stereo not drawn) | -7.6% | -3.4 | -5.2% | -16.6 | 18.9% | 2.0% | -21.2
CCCCOP(=O)(c1ccc(N(C)C)cc1)C(O)c1ccc(OC)cc1 (stereo not drawn) | -8.3% | -3.7 | 1.7% | / | 27.1% | 2.5% | -1.5
NS(=O)(=O)c1cccc(NC(=O)CSc2nc3ccccc3c(=O)n2CCCN2CCOCC2)c1 | 21.1% | 6.9 | -7.2% | -14.1 | 31.6µM* | 9.0% | 1.2
CC(C)(C)N(Cc1ccccc1)C(=O)COC(=O)c1ccc(N2CCCC2=O)cc1 | 0.7% | / | / | -19.7 | -0.1% | / | /
Cc1ccc(S(=O)(=O)N(C)C)cc1NC(=O)c1cc(S(=O)(=O)N2CCCCC2)ccc1N1CCOCC1 | 0.3% | / | -14.5% | ? | 133.7%[activator] | / | /
COC(=O)c1cc(S(=O)(=O)N2CCN(C3CCCCC3)CC2)c[nH]1 | -6.4% | -2.0 | -3.6% | / | -8.6% | -12.9% | -3.2
CCC(C)n1c(O)c(C=NCCc2ccccc2)c(=O)[nH]c1=S (stereo not drawn) | 44.8%[activator] | 3.9 | -8.9% | 8.5 | -23.4% | -10.0% | -9.4
COc1ccc(N2C(=O)N3[C@@H]4c5ccccc5OC[C@@H]4[C@@H](c4ccccc4)[C@@]3(C)C2=O)cc1 | 1.6% | / | / | 3.7 | 8.0% | / | /
CCC(C)c1ccc(NC(=S)NCc2cccnc2)cc1 (stereo not drawn) | 5.2% | 10.3 | ? | -23.2 | -11.8% | 3.6% | 2.2
CC1CCc2c(C(=O)NCCN3CCOCC3)csc2C1 (stereo not drawn) | 8.0% | 9.2 | -0.4% | -28.5 | 36.7% | -1.2% | 10.7
Cc1cc(OCc2cc(C(=O)N3CCC(Oc4cccnc4)CC3)no2)cc(C)c1Cl | -15.8% | 11.2 | -1.3% | -2.6 | 121.2%[activator] | / | 18.9
CCN1CCc2nc3ccccc3c(C(=O)Nc3ccc(NC(C)=O)cc3)c2C1 | 0.0% | -0.6 | 5.3% | 0.0 | -13.7% | 5.6% | -9.3
CCOC(=O)C1=C(COC(=O)COc2ccccc2OCC)NC(=O)NC1C (stereo not drawn) | -2.3% | / | -18.2% | -14.6 | 0.0% | / | /
O=S(=O)(NCc1ccc2c(c1)OCO2)c1ccc(Cl)s1 | -10.4% | 8.8 | -10.2% | 113.2 | -32.6% | / | -3.2
CC(=O)Nc1ccc(NC(=O)CNC(=O)c2cccc(C)c2)cc1 | 1.6% | 6.8 | -7.0% | -9.9 | -1.2% | 4.2% | -8.5
CCN1C(=O)[C@H]2[C@@H](c3ccc(-c4ccc(F)cc4)c(OC)c3)N3CCC[C@@]3(C(=O)OC)[C@H]2C1=O | 6.8% | / | -7.8% | 37.9 | 121.6%[activator] | / | /
CCN(Cc1nc(-c2cccc(Cl)c2)no1)CC1CCCO1 (stereo not drawn) | 1.1% | 13.2* | -1.7% | -11.7 | 50.6% | 0.0% | 24.5
O=C(CSCCO)Nc1nccs1 | 2.6% | -1.9 | ? | 26.2 | 2.8% | -14.0% | -9.3

Next part:
SMILES | AMA1 RON2 block | CHX counter | AmpC inh detg | HCMV inh | AmpC no deterg | Giardia FBPA inh | Shiga toxin inh
O=C1NCCC/C1=N/Nc1ccc(F)cc1 | -4.3% | 13.6 | -4.6% | -0.1 | ? | -10.7% | 8.1
S=c1[nH]c2ccccc2n1Cc1ccccc1 | 19.8% | -2.2 | -14.6% | ? | -34.2% | 15.5% | 1.5
CCOc1ccc(NC(=O)CSc2ccc3nnc(-c4cccnc4)n3n2)cc1 | -13.1% | 1.3 | ? | -0.9 | -16.2% | -3.5% | 24.7
COc1ccc(CCc2nnc(CCC(=O)N(C)Cc3ccnc4ccccc34)o2)cc1 | 19.1% | 30.3* | 1.5% | -64.4* | 55.3% | 3.8% | 23.1*
COc1ccc(CN2CCN(C(=O)C3CCC(CNS(=O)(=O)c4ccc(C)cc4)CC3)CC2)c(OC)c1OC (stereo not drawn) | -4.3% | -5.5 | -0.2% | -14.0 | 171.0%[activator] | 1.0% | -8.2
COc1ccc(N(CC(=O)Nc2cccc(C(C)=O)c2)S(=O)(=O)c2ccc(NC(C)=O)cc2)cc1 | 3.0% | -2.4 | -12.9% | -7.2 | -45.4% | 10.0% | -1.8
Cc1nc2sc(C(c3ccco3)N3CCC(Cc4ccccc4)CC3)c(O)n2n1 (stereo not drawn) | -4.9% | -3.0 | 3.9% | 2.7 | 78.0%[activator] | 6.0% | -7.5
CCOc1ccccc1-n1c(SCC(=O)Nc2nccs2)nnc1-c1ccoc1C | 5.7% | -2.1 | -4.1% | -30.4 | -25.0% | -20.4% | -7.1
